Giardia kill: kills Giardia lamblia; hit rate 0.15% among 340,000; activity change, % at 7.66 µM, hits read low; Giardia lamblia trophozoite viability; AID 540267; in the data active = activity change below about -80%; inconclusive = between about -30% and that limit;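 also: parasites exposed to compound for two days anaerobically before the ATP read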
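Compounds were tested on trophozoites seeded at 100 cells/well and held 48 hrs at 37 deg C anaerobically. An ATP-based luminescent kit measured the remaining live cells.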
hERG WT inh: inhibitors of human wildtype KCNH2 potassium channel. hit rate 0.37% among 340,000. Q12809. activity change, % at 1.84 µM. U2OS, BacMam KCNH2, thallium flux FluxOr; hits give low values. AID 720551;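 active = maximum activity change below -70%; inconclusive = maximum activity change between -70% and -50%; inactive = maximum activity change above -50%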
Target sequence (Q12809 whole entry, looked up): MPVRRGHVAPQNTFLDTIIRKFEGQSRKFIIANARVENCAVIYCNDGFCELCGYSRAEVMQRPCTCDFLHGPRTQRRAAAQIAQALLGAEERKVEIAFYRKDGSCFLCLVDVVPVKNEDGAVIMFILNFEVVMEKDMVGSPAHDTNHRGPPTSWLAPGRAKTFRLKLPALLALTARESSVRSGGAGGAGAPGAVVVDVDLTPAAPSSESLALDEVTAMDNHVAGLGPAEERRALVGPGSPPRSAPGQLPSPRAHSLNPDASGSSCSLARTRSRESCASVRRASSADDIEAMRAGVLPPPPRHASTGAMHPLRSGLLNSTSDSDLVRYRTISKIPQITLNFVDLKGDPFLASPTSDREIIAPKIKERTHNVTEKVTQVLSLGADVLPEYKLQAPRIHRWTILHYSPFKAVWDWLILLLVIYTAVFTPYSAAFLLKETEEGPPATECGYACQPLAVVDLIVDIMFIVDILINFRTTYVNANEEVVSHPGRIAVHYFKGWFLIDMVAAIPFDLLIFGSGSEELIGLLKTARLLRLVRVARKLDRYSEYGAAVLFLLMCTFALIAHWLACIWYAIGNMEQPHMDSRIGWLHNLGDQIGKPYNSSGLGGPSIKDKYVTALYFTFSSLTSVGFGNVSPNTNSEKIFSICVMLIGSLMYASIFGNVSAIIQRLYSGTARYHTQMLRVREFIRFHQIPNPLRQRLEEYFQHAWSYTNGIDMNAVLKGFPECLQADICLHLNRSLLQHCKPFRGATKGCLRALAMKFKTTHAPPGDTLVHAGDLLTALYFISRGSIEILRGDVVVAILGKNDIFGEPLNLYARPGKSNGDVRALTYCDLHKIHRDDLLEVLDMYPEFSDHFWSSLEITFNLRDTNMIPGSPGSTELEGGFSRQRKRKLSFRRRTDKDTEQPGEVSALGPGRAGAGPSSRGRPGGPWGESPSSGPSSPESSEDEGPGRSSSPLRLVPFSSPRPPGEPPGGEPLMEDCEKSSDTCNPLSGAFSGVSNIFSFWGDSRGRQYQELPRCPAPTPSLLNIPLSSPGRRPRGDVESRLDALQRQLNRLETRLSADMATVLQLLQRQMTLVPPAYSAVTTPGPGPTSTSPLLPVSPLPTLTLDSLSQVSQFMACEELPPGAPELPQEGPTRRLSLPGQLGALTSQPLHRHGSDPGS
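U2OS cells were transduced with wild-type KCNH2 virus (2.03 x 10^8 / mL) for 4 h at room temperature, then cultured overnight at 37 C. Thallium flux was read with FluxOr dye. Rate constants were normalized to DMSO controls.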
KCNH2 3.1 inh: KCNH2 3.1 (human) potassium channel inhibition. AID 720553. activity change, % (tested at about 1.8 µM). hit rate 0.95% among 340,000. U2OS KCNH2 3.1, thallium flux FluxOr; hits give low values;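 active = maximum activity change below -70%; inconclusive = maximum activity change from -70% to -50%; inactive = maximum activity change above -50%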;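 also: thallium influx rate constant from kinetic fluorescence after stimulation buffer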
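Virally transduced U2OS (3.1 isoform, 4 h infection in dark at RT) → overnight 37 C → FluxOr + Red40 in HBSS/HEPES, 45 min → stimulation buffer, 2 min kinetic read → rate constant vs DMSO controls.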
Numbers without * were called inactive; ? = inconclusive; [ ] = dose if it differs, or a comment. % is scaled to controls: 0 for no effect and ±100 for the full control effect. An excerpt; the hit share may differ from the screen's.

Molecule	Giardia kill	hERG WT inh	KCNH2 3.1 inh
COC(=O)C[C@H]1c2cc(C(F)(F)F)ccc2S(=O)(=O)N1c1ccc(N(C)C)cc1	-5	5	18
CN1C(=O)c2cccc3c(Br)ccc(c23)C1=O	0	-10	1
CC(C)CN(C(=O)COC(=O)c1cc(=O)[nH]c2ccccc12)c1c(N)n(Cc2ccccc2)c(=O)[nH]c1=O	-3	-7	2
Cc1noc(NS(=O)(=O)c2ccc(NC(=O)c3ccccc3NS(=O)(=O)c3ccc(F)c(F)c3)cc2)c1C	4	-7	1
CCCCN1CC[C@H]2C=CC[C@@H](C(=O)NCCc3ccccc3)[C@H]2C1=O	0	9	8
Cc1ccc(C(=O)Nc2ccc(Nc3ccccc3)cc2)cc1Br	-15	6	-15
CN(CCc1ccccc1)C(=O)c1ccc(NC(=O)Cc2cccc(NC(=O)C3CCN(C(=O)C4CCCC4)CC3)c2)cc1	-20	5	-29
COc1ccc(-c2nnc(SC)nc2-c2ccc(OC)c([N+](=O)[O-])c2)cc1[N+](=O)[O-]	33[activator]	12	-3

The listing continues:
Molecule	Giardia kill	hERG WT inh	KCNH2 3.1 inh
C=C(C)C1CC=C(C)C(=NNC(=O)c2ccncc2)C1 (stereo not drawn)	-10	1	-1
COc1cc(C(=O)N2CCN(S(=O)(=O)c3cc(C)ccc3C)CC2)ccc1OCC(=O)N1CCOCC1	13	3	-13
C[C@H](O)[C@@H]1C(=O)N2CCc3ccc(N4CCOCC4)cc3[C@@H]2C[C@@H]1N(C)C(=O)C(C)(C)C	-5	0	-19
CC(C)Oc1ccccc1/C=N/n1nnnc1N	15	3	-10
O=C(Sc1n[nH]c(=O)[nH]c1=O)c1ccccc1	-14	0	4
COc1ccc(C(=O)NC(C)c2ccc(-n3ccnc3)cc2)c(OC)c1 (stereo not drawn)	-4	-1	10
CCn1c(N)cc(=O)[nH]c1=S	8	-3	9
O=C(CSc1nc(-c2ccco2)cc(C(F)(F)F)n1)NC1CCCCCCC1	?	1	-3

(listing goes on)
Molecule	Giardia kill	hERG WT inh	KCNH2 3.1 inh
C=CCOc1ccc(/C(O)=C2/C(=O)C(=O)N(CCCN3CCOCC3)C2c2ccccc2)cc1 (stereo not drawn)	9	-5	9
c1ccc(CCNCc2ccco2)nc1	10	8	12
O=c1[nH]cnc(CN2CCCCC2)c1O	7	-8	5
CCCNC(=O)N1C2=NC(C(=O)OC)=C(C(=O)OC)[C@@H]3N(Cc4ccccc4)c4ccccc4[C@]23C[C@H]1CO	-25	16	11
O=C(Cc1ccc(NC(=O)C2CCCN(C(=O)C3CCC3)C2)cc1)Nc1cccc(C(=O)N2CCCCC2)c1 (stereo not drawn)	6	-9	2
COc1ccc(Cc2ccccc2C(=O)O)cc1	12	-4	12
COc1ccc(OC)c(NC(=S)NCc2ccco2)c1	18	0	16
CCCNC(=O)C1(CC2CC(c3ccccc3)=NO2)CCN(C(=O)CCCCCBr)CC1 (stereo not drawn)	-3	-11	6

The list continues:
Molecule	Giardia kill	hERG WT inh	KCNH2 3.1 inh
COc1ccccc1NC(=O)c1sc2nc(C)cc(C)c2c1N	-8	1	-4
CC1=C(N2CCN(c3ncccn3)CC2)CCC1=O	-16	2	-6
c1ccc2oc(-c3ccc(Nc4nc(N5CCOCC5)nc(N5CCOCC5)n4)cc3)nc2c1	-10	0	-12
Cc1ccc(Cn2c(C(C)Nc3nc(-c4ccc(Cl)cc4)cs3)nc3cc(C(=O)NCCCO)ccc32)cc1 (stereo not drawn)	-18	9	-1
O=C(Cc1ccccc1)NN=C1CCCC1	-2	1	22
COc1ccc(-c2oc3ccc(-c4ccc5c(c4)OCO5)cc3c2C#CC2(O)CCCCC2)cc1	3	-10	0
N#CC1=CC2CN(Cc3ccccc3)C1C1C(=O)N(c3ccccc3)C(=O)C21 (stereo not drawn)	8	1	8
NC(=O)C1=C(c2ccccc2)c2ccccc2C1=O	1	-5	-13

The list goes on:
Molecule	Giardia kill	hERG WT inh	KCNH2 3.1 inh
C/C(=N\n1c(C)nc2ccccc2c1=O)c1ccc(N)cc1	-29	1	-7
Cc1nc(N)[nH]c(=O)c1CCCNc1ccc([N+](=O)[O-])cc1	-4	-3	-119*
O=C(O)CSc1cccnc1Sc1ccc(Cl)cc1	6	0	-7
CC(=O)C1=C(C)N=c2s/c(=C/c3ccc4c(c3)OCO4)c(=O)n2C1c1ccc(N(C)C)cc1 (stereo not drawn)	-3	0	20
COC(=O)C1=C(COc2ccccc2)NC(=O)NC1c1ccc(Cl)cc1 (stereo not drawn)	8	-7	2
CC(C)Cc1ccc(C(C)/C=C2/CCC(CN3CCCCC3)C2=O)cc1 (stereo not drawn)	-19	2	-23
O=C(CSc1nnc(-c2ccc(F)cc2)o1)Nc1ccccc1N1CCOCC1	11	-17	23
CCCCN(Cc1ccc(C(=O)N[C@H](C(=O)O)C(C)C)cc1)C(=O)C(c1ccccc1)c1ccccc1	2	3	-39

Additional results follow:
Molecule	Giardia kill	hERG WT inh	KCNH2 3.1 inh
CCOC(=O)C1(Cc2ccccc2)CCCCCC1=O (stereo not drawn)	-15	4	-19
CS(=O)(=O)N1CCCCC1CCN1CCCCC1 (stereo not drawn)	-2	-7	-8
CC(C)(C)C(=O)Nc1cc(NC(=O)C(C)(C)C)cc(C(=O)Nc2c[nH]c(=O)[nH]c2=O)c1	-7	-8	-11
O=[N+]([O-])c1cc(Br)ccc1NS(=O)(=O)c1ccccc1	-19	4	20
COc1ccc(S(=O)(=O)N2CCOC2CNC(=O)C(=O)NCCCN2CCOCC2)cc1OC (stereo not drawn)	1	3	11
Cc1noc(C)c1COc1ccccc1C(=O)NC(C)c1ccc(F)cc1 (stereo not drawn)	-6	-3	2
Cc1ccccc1C(=O)N1CCC2CC1c1cc(-c3ccc(F)cc3)ccc12 (stereo not drawn)	-8	1	8
O=C(NC1CCCCC1)N1CCN(Cc2nc3ccccc3c(=O)[nH]2)CC1	-14	-1	4

(list continues)
Molecule	Giardia kill	hERG WT inh	KCNH2 3.1 inh
COc1cc(NC(=O)c2cccs2)c(OC)cc1NC(=O)c1cccs1	-6	2	10
O=C(NNC(=O)c1ccc2ccccc2c1)c1cccc(F)c1	5	-6	-1
O=C(c1ccc2c(c1)OCO2)N1CCN(CCN2C(=O)c3cccc4cccc(c34)C2=O)CC1	4	-20	-6
O=c1ccn([C@@H]2O[C@H](CNS(=O)(=O)c3csc(-c4ccno4)c3)[C@@H](O)[C@H]2O)c(=O)[nH]1	-18	0	-7
CCn1nc(C)cc1C(=O)N1CCCC(N2CCN(c3ccccc3OC)CC2)C1 (stereo not drawn)	12	2	-3
COc1ccccc1CNC(=O)C1CC2Cn3c(nc4cc(Cl)c(Cl)cc43)C2N1C (stereo not drawn)	2	-3	10
O=C(NN=Cc1ccccc1O)c1cccc([N+](=O)[O-])c1	-1	-4	12
O=C(NCC1CC1)c1onc(CSc2ccccc2)c1C(=O)NCC1CC1	28	-7	-11

Following part
Molecule	Giardia kill	hERG WT inh	KCNH2 3.1 inh
CC1(CCOCc2ccccc2)NC(=O)NC1=O (stereo not drawn)	-1	4	7
CCc1noc(C)c1C(=O)Nc1sc(C(=O)N(C)C)c(C)c1C#N	2	-2	2
COCCCn1c(=N)c(C(=O)NCc2ccc3c(c2)OCO3)cc2c(=O)n3cccc(C)c3nc21	?	-9	-15
COc1ccc(OC)c(S(=O)(=O)N2CCCC(C(=O)NC3CC3)C2)c1 (stereo not drawn)	1	0	7
Oc1ccc2ccc3cccc[n+]3c2c1	-12	2	2
CC(C)(C)S(=O)N1Cc2cc(CO)ccc2[C@@H]1CCO (stereo partly drawn)	?	-4	-4
O=C(CCc1ccccc1)Nc1c(F)cccc1F	-9	-13	-6
CC1(C)C2CC[C@]3(C)C(CC=C4[C@@H]5C[C@@](C)(CO)CC[C@]5(C(=O)O)CC[C@]43C)[C@@]2(C)CC[C@@H]1O (stereo partly drawn)	-22	1	9

(more compounds)
Molecule	Giardia kill	hERG WT inh	KCNH2 3.1 inh
CC1=CC(=NNS(=O)(=O)c2ccc([N+](=O)[O-])cc2)CC(C)(C)C1	-1	-1	-7
O=C(NCc1ccc(Cl)c(Cl)c1)C1CCCC1	10	6	4
CCCCCCOC(=O)CC1CC(C(C)=O)C1(C)C (stereo not drawn)	8	-2	-12
COC(=O)c1ccc(Cn2cnc3c(N)ncnc32)cc1	18	9	-10
O=C1OCC(O)=C1Cc1ccccc1	-27	2	-6
Cc1ccc(S(=O)(=O)N2CCN(C(=O)COC(=O)/C=C/c3ccc(C(F)(F)F)cc3)CC2)c(C)c1	-2	14	1
CC(=O)Oc1ccc(N(C(C)=O)S(=O)(=O)c2ccc(C)cc2)c2ccccc12	-25	-2	7
O=C(Nc1ccccc1)OCC1CCCO1 (stereo not drawn)	-5	3	20

(further entries)
Molecule	Giardia kill	hERG WT inh	KCNH2 3.1 inh
C#CCOCCOCCOCCNc1nc(N2CCN(C(=O)C([C@@H](C)CC)n3cc(C(N)COC(=O)C(F)(F)F)nn3)CC2)nc(N2CCN(C(=O)[C@H](CCCCN)n3cc(C(N)[C@H](C)CC)nn3)CC2)n1 (stereo partly drawn)	5	-5	-4
CN(C)c1ccc(S(=O)(=O)NCC(=O)N2CCN(S(=O)(=O)c3cccc(F)c3)CC2)cc1[N+](=O)[O-]	2	2	-18
C=CCN(c1ccccc1OC)S(=O)(=O)c1cccc(C(=O)OCC(=O)c2c(N)n(C)c(=O)n(C)c2=O)c1	8	-11	-2
CC(C)[C@H](NC(=O)c1cccc(CN(Cc2ccccc2)C(=O)c2ccccc2)c1)C(=O)O	5	0	6
O=C1CCN(Cc2ccc(Cl)cc2Cl)C(=O)N1	10	-1	8
COc1cccc(NC(=O)CN(C)C(=O)/C=C/c2cn(-c3ccccc3)nc2-c2ccc(OC)c(OC)c2)c1	2	-3	8
Cc1cccc(C(=O)NC(C)C2CC3CCC2C3)c1 (stereo not drawn)	-2	0	10
O=Cc1c(-c2ccc(Cl)cc2)oc2ccc(O)cc12	5	-1	-14

(further entries)
Molecule	Giardia kill	hERG WT inh	KCNH2 3.1 inh
O=c1[nH]c(=S)[nH]cc1Oc1ccc(Br)cc1Br	-3	-1	3
OCCCn1c(CCNc2nc(-c3ccc(F)cc3)cs2)nc2cc(C(F)(F)F)ccc21	34[activator]	17	-123*
COc1ccccc1CNC(=O)C(NC(=O)C1CCCCC1)C(C)C (stereo not drawn)	3	-3	1
COCOc1ccc(-c2cc(=O)c3c(O)cc(OCOC)cc3o2)cc1	6	-1	-2
COc1cccc(N2[C@@H](CC(=O)O)c3cc(C(F)(F)F)ccc3S2(=O)=O)c1	-11	-2	27
O=C(OC1CO[C@H]2O[C@@H]1[C@H](OC(=O)c1ccccc1)[C@H]2OC(=O)c1ccccc1)c1ccccc1 (stereo partly drawn)	-21	12	-6
CN1C(=O)C(N=Nc2ccc([N+](=O)[O-])cc2)SC1=S (stereo not drawn)	?	-7	11
COc1ccccc1C1=CC(=O)CCC1	4	4	0

(listing goes on)
Molecule	Giardia kill	hERG WT inh	KCNH2 3.1 inh
COc1ccc(C(=O)C2CC2)cc1	9	-2	-5
CC1(c2nnc(-c3ccccc3)o2)CC(c2c(Cl)cccc2Cl)=NO1 (stereo not drawn)	9	-1	18
CN(c1ccccc1)c1nccc(=O)[nH]1	-5	-2	-12
CCCC(=O)NC(C)c1nc(-c2ccc(C)cc2)no1 (stereo not drawn)	-5	-3	4
CC(=O)OCC1(O)CC23CCC4c5ccoc5CCC4(C)C2CCC1C3 (stereo not drawn)	-10	-2	18

Screening results deposited in PubChem BioAssay by National Center for Advancing Translational Sciences (NCATS).
